TEAD-YAP block – TEAD-YAP interaction inhibition. HEK-TIYL cells, TEAD-Gal4/YAP UAS-luciferase luminescence. inhibition, % at 9.12 µM. 640,000 compounds, 1.4% hits; in the data active = inhibition above about 32%;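 also: 0% = median of test compound wells and 100% = reference inhibitor wells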
FBW7 activator – human FBW7 E3 ligase activation, primary screen; Q969H0; AID 1259310; 650,000 compounds, 0.13% hits; normalized activity (activation), % at 26.1 µM; AlphaScreen FBW7–phospho-cyclin E peptide binding, activator screen; in the data active = normalized activity above about 1.9%;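 also: purified mutant Fbw7 with reduced substrate affinity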
GPR151 activ – activates the human receptor GPR151; activation, % at 11.2 µM; 650,000 compounds, 1% hits; Q8TDV0; PathHunter beta-arrestin GPR151 cells, luminescence; AID 1508602; in the data active = activation above about 4.9%;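 also: 0% = median of compound wells and 100% = cells with positive control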
Target sequence (Q8TDV0 whole entry, looked up): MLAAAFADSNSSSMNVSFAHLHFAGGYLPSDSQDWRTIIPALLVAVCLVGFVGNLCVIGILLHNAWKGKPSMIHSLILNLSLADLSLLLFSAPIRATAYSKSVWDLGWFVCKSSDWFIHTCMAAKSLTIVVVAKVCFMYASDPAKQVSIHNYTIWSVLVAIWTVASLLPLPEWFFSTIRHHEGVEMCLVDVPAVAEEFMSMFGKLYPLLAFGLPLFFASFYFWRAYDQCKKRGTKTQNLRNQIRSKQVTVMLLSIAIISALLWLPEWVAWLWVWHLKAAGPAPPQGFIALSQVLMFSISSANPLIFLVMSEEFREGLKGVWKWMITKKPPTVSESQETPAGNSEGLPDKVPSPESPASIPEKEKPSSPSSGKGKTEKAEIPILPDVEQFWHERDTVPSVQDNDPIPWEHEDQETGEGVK
MITF inh – inhibitors of human MITF; O75030; AlphaScreen MITF homodimerization, bead proximity signal; inhibition, % at 2.6 µM; 650,000 compounds, 0.91% hits; AID 1259374; in the data active = inhibition above about 50%;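 also: 0% = vehicle wells with protein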
Target sequence (O75030 whole entry, looked up): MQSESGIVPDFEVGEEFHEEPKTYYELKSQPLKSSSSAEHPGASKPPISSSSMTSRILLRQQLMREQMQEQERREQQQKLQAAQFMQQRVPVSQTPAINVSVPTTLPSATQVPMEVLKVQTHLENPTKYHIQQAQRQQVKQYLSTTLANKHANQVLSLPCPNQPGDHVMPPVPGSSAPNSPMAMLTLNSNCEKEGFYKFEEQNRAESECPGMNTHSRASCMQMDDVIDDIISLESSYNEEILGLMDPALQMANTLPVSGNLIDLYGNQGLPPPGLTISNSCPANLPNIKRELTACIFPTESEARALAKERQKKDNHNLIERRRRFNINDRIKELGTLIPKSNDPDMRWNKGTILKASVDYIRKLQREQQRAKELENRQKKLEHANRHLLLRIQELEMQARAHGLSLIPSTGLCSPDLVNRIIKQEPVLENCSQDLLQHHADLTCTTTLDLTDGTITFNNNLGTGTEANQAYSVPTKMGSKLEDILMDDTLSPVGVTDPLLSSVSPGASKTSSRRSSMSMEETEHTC
* = called active by the depositor. Hits appear at their usual frequency, and some 3.5% of all compounds hit somewhere here.

SMILES,TEAD-YAP block,FBW7 activator,GPR151 activ,MITF inh
CCOC(=O)N1CCN(C(=O)CS(=O)Cc2nc(-c3cccc(C)c3)oc2C)CC1 (centres undefined),-2,-0.4,1.2,2
CCCCOc1nnc(-c2ccc(OC)cc2)c2ccccc12,-6,-0.3,0.4,0
CCc1ccc(NC(=O)CN2C(=O)C3CCCN3C(=O)c3ccccc32)cc1 (centres undefined),6,-0.1,3.1,-5
Cn1c(=O)n(CC(=O)N2CCN(c3ccc([N+](=O)[O-])cc3)CC2)c(=O)c2ccccc21,9,0.1,-1.4,-16
O=C(O)C1CCN(Cc2cccnc2)CC1,-14,0.0,1.1,-9
Nc1nnc(SCC(=O)N2c3ccccc3Sc3ccc(C(F)(F)F)cc32)s1,-13,0.1,-0.9,1
O=c1[nH]c2ccccc2n1CCCOc1ccccc1,-9,-0.1,0.4,14
O=C(COC(=O)c1ccccc1C(F)(F)F)NC(=O)NCc1ccco1,12,0.3,-1.1,1
O=C(CN(c1cccc(C(F)(F)F)c1)S(=O)(=O)c1ccccc1)Nc1ccc(Cl)cc1Cl,0,0.0,1.1,-2
O=C(CSc1nc2ccsc2c(=O)n1Cc1ccccc1F)NC1CCCCC1,-2,0.2,-0.6,-9
O=C(Cc1ccc(Br)cc1)N1CCC(Nc2ccc3[nH]ncc3c2)C1 (centres undefined),1,-0.2,-0.6,19
CCCCCC1CCC(c2ccc(C(=O)Nc3nc4ccccc4n3C)cc2)CC1 (centres undefined),3,-0.1,0.5,5
Cc1nc2c(C(=O)NCc3cccnc3)cnn2c(C)c1Cc1ccccc1Cl,-8,0.1,3.2,4
COc1ccccc1NC(=S)N(CCN(C)C)C(C)c1ccncc1 (centres undefined),5,0.0,1.8,4
CCOCCCNC(=O)c1ccc2c(c1)ncn2-c1ccccc1CC,-1,0.0,-1.4,10
Cc1nn(CC(=O)N2c3ccccc3NC(=O)C2(C)C)c(C)c1[N+](=O)[O-],0,-0.2,0.0,-1
NC(=O)c1ccc(-c2nc(NCCCN3CCCC3=O)c3ncn(-c4ccccc4)c3n2)cc1,55*,-0.1,1.0,14
CC1=NN(C(=O)C(C)C)C(C)(NNC(=O)C(C)C)C1 (centres undefined),4,0.1,1.2,3
Cc1ccc(N2C(=S)SC3CS(=O)(=O)CC32)cc1 (centres undefined),0,-0.1,2.1,-6
CCOC(=O)C1CCC(CN(Cc2ccccc2Cl)S(=O)(=O)c2ccc3ccccc3c2)CC1 (centres undefined),4,0.5,1.8,22

Whole records from above. Order of screens: TEAD-YAP block, FBW7 activator, GPR151 activ, MITF inh
CCCCOc1nnc(-c2ccc(OC)cc2)c2ccccc12 as listed: -6, -0.3, 0.4, 0
Cc1nc2c(C(=O)NCc3cccnc3)cnn2c(C)c1Cc1ccccc1Cl as listed: -8, 0.1, 3.2, 4

New compounds follow
SMILES,TEAD-YAP block,FBW7 activator,GPR151 activ,MITF inh
CC(C)(C)C(=O)[C@@H]1[C@@H](c2ccc(Cl)cc2)C(C#N)(C#N)[C@H]2C=Cc3ccccc3N12,-13,-0.1,2.4,1
O=C(Cc1noc2ccccc12)N1CCN(c2cc(-n3ccnc3)ncn2)CC1,-2,0.1,1.9,-4
Cc1ccc(C2(C(F)(F)F)NC(=O)C(C#N)=C3C=CC=CN32)cc1 (centres undefined),-12,0.0,-1.9,-3
O=C(Nc1ccc2ccccc2c1)/C(=C/c1ccc2c(c1)OCO2)NC(=O)c1ccccc1Br,16,0.6,-1.2,2
CN1CCN(C(c2ccccn2)c2cc(Cl)c3cccnc3c2O)CC1 (centres undefined),7,-0.3,0.6,28
CCOC(=O)C(=O)NN(C(=O)Nc1ccccc1)c1ccccc1,14,0.5,1.4,4
COc1cccc(C2(CC(=O)N3CCOCC3)CC(=O)N(CCN(C)C)C2=O)c1 (centres undefined),9,2.0*,-1.1,6
COc1c(Cl)cc(Cl)cc1/C=C1\NC(=S)N(C)C1=O,13,0.4,-0.8,17
CCSc1nnc(-c2ccc3[nH]c(C)c(C)c3c2)n1-c1ccccc1,13,0.1,-1.1,24
Cc1cc(C=C2C(=O)NC(=O)NC2=O)c(C)n1-c1ccc2ccccc2c1,16,-0.3,0.6,20
CCOC(=O)c1c(NC(=O)Cn2cnc3ccccc3c2=O)sc2c1CCCC2,-7,0.0,0.2,-12
CCCCCOc1ccc(/C=C/C(=O)c2c(O)c3ccccc3oc2=O)cc1,2,-0.1,0.4,1
O=C(c1cccc(-c2ccco2)c1)N1CCC2(CC1)CC2C(=O)N1CCc2ccccc2C1 (centres undefined),1,0.1,0.1,6
Cn1c(Cc2ccccc2)nnc1SCCC(=O)Nc1ccccc1,-7,-0.2,2.2,-18
O=C(CSc1nnc(CCCN2C(=O)c3cccc4cccc(c34)C2=O)n1-c1ccccc1)NCCCO,-4,0.0,-0.3,1
c1ccc(-n2c(-c3ccncc3)nnc2N2CCOCC2)cc1,-6,-0.2,0.7,2
Cc1cc(S(=O)(=O)NCC(c2ccco2)S(=O)(=O)c2ccc(F)cc2)ccc1F (centres undefined),11,-0.1,0.1,11
COc1ccc(-c2nnc(SCC(=O)NC3CC3)n2-c2ccccc2)cc1,-58,0.2,1.2,2
CCCCN(C1CCS(=O)(=O)C1)S(=O)(=O)c1ccc2ccccc2c1 (centres undefined),9,0.1,0.4,8
COc1ccc(O)c(/C=N/Nc2nnc(C)c(=O)[nH]2)c1,72*,-0.5,-2.2,79*

Carrying on:
Molecule	TEAD-YAP block	FBW7 activator	GPR151 activ	MITF inh
CC(C)CNS(=O)(=O)c1ccc(OCC(=O)NC2CCCC2)c(Cl)c1	18	0.0	-0.4	13
O=C(O)Cn1nnc(-c2ccc(C(F)(F)F)cc2)n1	0	0.1	0.2	-5
CSCCC(NC(=O)COc1ccccc1)C(=O)OCC(=O)Nc1ccccc1C#N (centres undefined)	1	-0.1	2.0	4
O=S(=O)(Nc1ccc(F)cc1)c1cccc(F)c1	14	0.5	0.0	10
CN(C)c1ccc(NC(=O)c2ccc([N+](=O)[O-])cc2)c2ccccc12	-5	0.0	2.2	-4
CC1=NCCN1S(=O)(=O)c1ccc(Br)cc1	-6	0.1	1.7	-2
O/N=C/c1ccc(OCc2ccccc2)c(Cl)c1	-18	-0.1	-1.9	-14
CC1(C)Oc2ccc(C(=O)N3CCCC3)cc2N(CC(=O)Nc2ccc(Cl)cc2)C1=O	2	-0.1	-0.4	14
CC(=O)Nc1ccc(NC(=O)/C=C/c2ccccc2)cc1	-24	-0.1	0.0	4
Cc1ccc(CN[C@H]2C[C@H]3C(=O)N[C@@H](Cc4ccc(O)cc4)C(=O)N3C2)c(C)c1	8	0.3	-1.8	17
O=C(OCC(=O)N1CCNC1=O)c1cc(-c2ccc(Cl)cc2)nc2ccccc12	6	0.5	-2.1	-4
Cc1ccccc1C(=O)NC(Nc1ccc(S(N)(=O)=O)cc1)C(Cl)(Cl)Cl (centres undefined)	2	-0.1	0.5	-8
COCCOC(=O)C1=C(C)NC(=O)CC1c1ccccc1Br (centres undefined)	-3	-0.1	1.6	-1
CC(C)(C)c1ccc(C(=O)Nc2cccc(-c3nc4ncccc4o3)c2)cc1	-6	0.0	-0.5	8
COCCOC(=O)N1CCC(C(=O)NC(c2ccc(F)cc2)c2ncccc2C)CC1 (centres undefined)	-2	1.4	4.6	3
O=C(CSC1CCCC1)NCCCC(=O)Nc1cccc2cccnc12	-1	0.1	-0.7	10
O=C(CSc1nnc2c3c4c(sc3ncn12)CCCC4)NC1CCCC1	0	0.1	-0.8	-28
CCOc1ccccc1NC(=O)C(=O)Nc1ccc2nc3n(c(=O)c2c1)CCCCC3	2	0.3	0.1	5
CCc1ccc(-n2c(=S)sc3c(=O)n(-c4ccc(F)cc4)c(SCC(=O)O)nc32)cc1	11	0.1	-0.9	11
CCOC(=O)C(CC(C)C)N(Cc1ccccc1)S(=O)(=O)c1ccc([N+](=O)[O-])cc1 (centres undefined)	-1	-0.2	-1.9	9
COc1ccc(NC(=O)CSc2nnc(CNC(=O)c3ccco3)n2-c2ccc(F)cc2)cc1	8	0.1	-0.7	12
O=C(NCCc1ccccc1)c1ccc(N2CC3CC(C2)c2cccc(=O)n2C3)c(NS(=O)(=O)c2ccc3c(c2)OCCO3)c1 (centres undefined)	-10	0.3	1.1	23
COc1ccccc1CNC(=O)C(C)Oc1ccc(Br)cc1 (centres undefined)	4	0.1	0.1	9
Cn1c(=O)[nH]cc(C(=O)Nc2ccccc2-c2ccccc2)c1=O	2	0.1	0.0	16

Filtered by structure, the entries above with fluorine (11)
Molecule	TEAD-YAP block	FBW7 activator	GPR151 activ	MITF inh
Nc1nnc(SCC(=O)N2c3ccccc3Sc3ccc(C(F)(F)F)cc32)s1	-13	0.1	-0.9	1
O=C(COC(=O)c1ccccc1C(F)(F)F)NC(=O)NCc1ccco1	12	0.3	-1.1	1
O=C(CN(c1cccc(C(F)(F)F)c1)S(=O)(=O)c1ccccc1)Nc1ccc(Cl)cc1Cl	0	0.0	1.1	-2
O=C(CSc1nc2ccsc2c(=O)n1Cc1ccccc1F)NC1CCCCC1	-2	0.2	-0.6	-9
Cc1ccc(C2(C(F)(F)F)NC(=O)C(C#N)=C3C=CC=CN32)cc1 (centres undefined)	-12	0.0	-1.9	-3
Cc1cc(S(=O)(=O)NCC(c2ccco2)S(=O)(=O)c2ccc(F)cc2)ccc1F (centres undefined)	11	-0.1	0.1	11
O=C(O)Cn1nnc(-c2ccc(C(F)(F)F)cc2)n1	0	0.1	0.2	-5
O=S(=O)(Nc1ccc(F)cc1)c1cccc(F)c1	14	0.5	0.0	10
COCCOC(=O)N1CCC(C(=O)NC(c2ccc(F)cc2)c2ncccc2C)CC1 (centres undefined)	-2	1.4	4.6	3
CCc1ccc(-n2c(=S)sc3c(=O)n(-c4ccc(F)cc4)c(SCC(=O)O)nc32)cc1	11	0.1	-0.9	11
COc1ccc(NC(=O)CSc2nnc(CNC(=O)c3ccco3)n2-c2ccc(F)cc2)cc1	8	0.1	-0.7	12

(further entries)
Molecule	TEAD-YAP block	FBW7 activator	GPR151 activ	MITF inh
O=C1NC(=Nc2ccc(F)cc2)S/C1=C\c1ccc2c(c1)OCO2	14	0.3	-0.9	3
O=C(OCC(=O)c1ccc(Cl)s1)c1ccc(Br)o1	-1	0.0	-0.2	3
c1ccc(-c2nccc(NCCc3ccccn3)n2)cc1	-44	0.0	-3.0	17
Cn1c(-c2ccc(F)cc2)cnc1SCC(=O)N1CCc2ccccc21	-3	-0.1	-0.2	0
C/C(=N\NC(=O)CNc1ccc(F)cc1)c1ccc(Br)cc1	6	0.2	-0.3	13
O=C(COc1ccccc1)OCC(=O)c1ccc(F)cc1	-1	0.5	-1.6	16
CC1CCC2(CC1)C(C#N)=C(SCC(N)=O)NC(=O)C2C#N (centres undefined)	-4	0.1	3.5	13
Cc1ccc(NC(=O)C23CC4CC(C2)CC(n2nnc(C)n2)(C4)C3)c(Cl)c1	-14	0.0	0.3	-19
Fc1cc(Br)ccc1-n1ncnc1-c1ccc2c(c1)OCO2	-11	1.2	2.5	12
CC(C)(C)n1nc2c(c1NC(=O)COc1ccccc1)CS(=O)(=O)C2	-3	0.0	-1.0	9
O=C(COC(=O)c1cc(O)[nH]c(=O)c1)Nc1ccccc1Sc1ccccc1	6	0.1	-1.7	-8
O=C(OCCN1C(=O)c2ccccc2C1=O)c1ccc([N+](=O)[O-])cc1	-10	-0.2	0.7	4
CCCc1c(O)nc(SCC(=O)NC(C)(C)C)[nH]c1=O	-9	-0.2	-0.3	-15
Cc1nc(=S)c2c([nH]1)-c1ccccc1CC21CCCCC1	5	-0.1	-1.5	8
CCOC(=O)c1c(NC(=O)c2ccc(N3C(=O)CCC3=O)cc2)sc2c1CCCC2	8	0.1	0.9	1
Nc1cc(N)nc(SCC(=O)Nc2ccc(F)cc2F)n1	-3	-0.2	0.5	7
COC(=O)CNC(=O)c1nn(-c2ccccc2OC)c(=O)c2ccccc12	2	-0.1	-0.4	4
Cc1ccc(-c2nc(CS(=O)CC(=O)NCCN3CCCCC3C)c(C)o2)cc1 (centres undefined)	-10	1.3	-0.4	6
CCn1c2ccccc2c2cc(/C=N/NC(=O)c3ccc(NC(C)=O)cc3)ccc21	6	-0.1	0.7	-1
CCN1C(=O)/C(=c2\sc3nc(-c4cccs4)nn3c2=O)c2ccccc21	7	0.0	0.9	1
CCOc1cc(C(=S)N2CCCCC2)ccc1OC(=O)c1ccc(Cl)cc1	3	-0.1	1.5	-5
CCC(=O)Nc1cc(C(C)(C)C)ccc1C(C)=O	4	-0.1	0.7	6
O=C(N/N=C/c1ccc(Cl)c(Cl)c1)C(=O)Nc1ccccc1F	-1	0.0	-1.3	12
O=c1c2c3c(sc2n2nnnc2n1-c1ccccc1)CCCC3	12	1.0	-0.8	-1
CCOC(=O)CCCCC(=O)c1[nH]c(=O)[nH]c1CSC(=N)N	-8	0.1	-0.3	45
COc1ccc(S(=O)(=O)Nc2nc3ccccc3nc2NCc2ccccc2)cc1	-16	0.0	1.5	-18
Cc1ccc(CCN2CC(C(=O)NCCCN3CCCC3=O)CC2=O)cc1 (centres undefined)	9	0.4	-0.1	29

Assay outcomes (PubChem)
